Vif-A3G inh – blocks the Vif interaction with human APOBEC3G. AID 602310. Potency, µM (top dose mostly 46.1 µM), for the others: at the highest dose activity, negative = active, usual class: inhibitors. Q9HC16. 0.076% of 410,000 active. HeLa A3G-eYFP + Vif (tagged APOBEC3G with the HIV-1 protein that degrades it), YFP fluorescence, overnight;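 also: potency is read from the fitted curve at half-maximal effect; % is scaled to controls: 0 for no effect and ±100 for the full control effect; nearly all actives have a fitted effect of over 60% in size; hits raise eYFP signal because A3G escapes Vif-driven loss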
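HeLa cells stably expressing Vif and C-terminally eYFP-tagged A3G, seeded overnight at 37 deg C, then exposed to compound by pintool overnight at 37 deg C. Rise in yellow fluorescence (Ex 488/Em 500-530, Acumen) marks blocked Vif-driven A3G degradation.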
D2 ag – D2 dopamine receptor (human) agonism; 0.53% of 340,000 active; activation, % at 2 µM; HEK293 T-REx D2 cells, calcium flux agonist mode; AID 485358; P14416;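 active = activation over 3 SD above normal in the single-dose calcium agonist read, cut at about 30% in these data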; also: 0% is about no effect
Target sequence (P14416 whole entry, looked up): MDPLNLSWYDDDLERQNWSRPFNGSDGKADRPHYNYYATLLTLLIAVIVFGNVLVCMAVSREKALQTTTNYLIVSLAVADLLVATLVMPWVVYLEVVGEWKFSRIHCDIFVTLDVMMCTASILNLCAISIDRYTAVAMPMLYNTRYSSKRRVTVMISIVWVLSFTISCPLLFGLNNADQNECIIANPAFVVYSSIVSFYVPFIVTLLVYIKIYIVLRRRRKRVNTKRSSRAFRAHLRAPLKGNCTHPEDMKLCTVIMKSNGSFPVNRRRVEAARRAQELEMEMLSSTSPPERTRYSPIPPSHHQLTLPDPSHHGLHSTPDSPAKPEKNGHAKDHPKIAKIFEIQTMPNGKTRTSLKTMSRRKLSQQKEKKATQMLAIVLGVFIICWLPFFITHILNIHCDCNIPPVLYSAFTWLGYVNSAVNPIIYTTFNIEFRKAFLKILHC
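In this primary screen, compounds producing a positive calcium signal within 180 s of addition to tetracycline-induced, force-coupled HEK293 Trex D2 cells are flagged; cells are dye-loaded with a no-wash calcium kit beforehand.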
GRP78 ERSR act – induces the endoplasmic reticulum stress response in human glioma cells | Potency, µM, for the others: top-dose activation, most hits filed as activators | 0.02% of 420,000 active | U87-MG GRP78 promoter luciferase reporter, 16 h; also: potency is read from the fitted curve at half-maximal effect; series mostly up to about 76 µM; % of control where 0% means no effect; nearly all actives have a fitted effect of over 35% in size
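ERSR induction read as luciferase luminescence (Bright-Glo, 10 min at room temperature) in stably transfected human U87-MG glioma cells exposed to compounds for 16 h, using GRP78 as sensor.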
Vif-A3F inh – blocks the Vif interaction with APOBEC3F; 0.2% of 390,000 active; HeLa A3F-eYFP + Vif (tagged APOBEC3F with the HIV-1 protein that degrades it), YFP fluorescence increase; Potency, µM (titrated, usually from 46.1 µM), for the others: at the top dose activity, negative = active; also: potency is read from the fitted curve at half-maximal effect; % of control where 0% means no effect; nearly all actives have a fitted effect of over 65% in size
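HeLa cells stably expressing A3F-eYFP plus Vif, plated and incubated overnight at 37 deg C, then exposed to compounds overnight at 37 deg C. Blocked degradation read as raised yellow fluorescence (Ex 488/Em 500-530).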
D2 antagonist – D2 dopamine receptor (human) antagonism; P14416; HEK293 TREx D2 cells, calcium flux, dopamine EC80; inhibition, % at 10 µM; 2% of 340,000 active; AID 485344; in the data active = inhibition above about 30%; also: 0% is about no effect
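Measurement of antagonist activity uses fluorescent calcium dye in inducible HEK293 T-REx D2 cells: 10 s baseline, compound addition with 180 s read, EC80 dopamine addition with a further 180 s read.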
RGS4 inh – human RGS4 inhibition | Transcreener GDP fluorescence polarization, RGS4-accelerated GTP hydrolysis | Potency, µM (titrated, usually from 114 µM), for inactives: at the highest dose activity change, negative = inhibition, actives largely listed as inhibitors | 0.039% of 390,000 active | AID 504845; also: potency is read from the fitted curve at half-maximal effect; % is scaled to controls: 0 for no effect and ±100 for the full control effect; nearly all actives have a fitted effect of over 75% in size; some results filed as inactive show a strong effect at the top dose
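MLSMR compounds (23 nl, pin-transferred) preincubated 10 min at room temperature with a 500nM (2x) first reagent, then RGS4 at 900nM (2x) plus Transcreener GDP mix added; fluorescence polarization (620/688 nm) read before and after 90 min at 30 °C.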
ERG-DNA inh – inhibitors of human ERG Ets domain-DNA interaction | P11308 | fluorescence polarization, His-ERG Ets domain / labelled DNA | Potency, µM (series often up to 76.9 µM), inactives show at the highest dose FP activity, negative = inhibition, most hits filed as inhibitors | 0.028% of 370,000 active; active = well fitted inhibition curve with a large enough effect in the polarisation, with a control signal flat; inconclusive = small, poorly fitted or top-dose-only effect, or effect the other way, or a change in a side signal; inactive = no such curve, though single readings can be large or run the other way; the % refers to the polarisation;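 also: polarization taken with two DNA probes labelled with fluorescein and Texas red; potency is read from the fitted curve at half-maximal effect; % of control where 0% means no effect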
Target sequence (P11308 whole entry, looked up, the tested form may be a part): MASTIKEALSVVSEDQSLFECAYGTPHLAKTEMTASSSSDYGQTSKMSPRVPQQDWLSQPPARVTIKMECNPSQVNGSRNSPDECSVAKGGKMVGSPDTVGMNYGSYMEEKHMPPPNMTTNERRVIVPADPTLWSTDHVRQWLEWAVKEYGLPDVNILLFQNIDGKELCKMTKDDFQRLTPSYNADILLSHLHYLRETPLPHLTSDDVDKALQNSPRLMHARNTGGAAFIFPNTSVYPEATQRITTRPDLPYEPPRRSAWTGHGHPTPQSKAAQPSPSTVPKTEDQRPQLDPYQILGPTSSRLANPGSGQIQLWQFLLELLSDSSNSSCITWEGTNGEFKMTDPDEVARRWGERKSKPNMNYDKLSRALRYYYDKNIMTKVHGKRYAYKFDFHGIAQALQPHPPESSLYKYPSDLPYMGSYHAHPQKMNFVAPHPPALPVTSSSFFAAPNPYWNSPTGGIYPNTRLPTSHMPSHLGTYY
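His-tagged ERG Ets domain (1 uM in the protein solution; 300mM KCl, 50mM Tris-HCl, 1mM EDTA, 1mM DTT, pH 7.5) received compound, then a probe mix of 5 nM fluorescein-DNA and 100nM Texas-615-DNA. Fluorescence polarization was read for both dyes.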
LDHA block – inhibitors of human lactate dehydrogenase A; P00338; purified LDHA, NADH/diaphorase-resazurin fluorescence; hits give low values; 0.15% of 480,000 active; activity change, % (values are at about 110 or 230 µM); in the data active = activity change below about -30%; inconclusive = mostly about -25% to -30%;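 also: plate controls were DMSO wells for no effect and wells without enzyme for full effect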
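Human LDH5 (2 nM) was incubated with 0.06 mM NADH and 0.2 mM pyruvate for 5 min at room temperature in Tris pH 7.4. Remaining NADH was coupled through diaphorase/resazurin, and resorufin fluorescence was read at 0 and 20 min.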
ALOX12 inh – blocks human arachidonate 12S-lipoxygenase; P18054; purified 12hLO, xylenol orange hydroperoxide absorbance; Potency, µM (top dose mostly 108 µM), for inactives: at the top dose activity change, negative = inhibition, hits mostly inhibitors; 1.1% of 580,000 active; AID 1671190; also: potency is read from the fitted curve at half-maximal effect; % is scaled to controls: 0 for no effect and ±100 for the full control effect
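Purified human 12hLO (150 nM final) in 25 mM Hepes, 0.01% Triton X-100, pH 7.0 was preincubated 15 min at room temperature with compound. Then 40 uM arachidonic acid was added, 30 min. Hydroperoxide was read by Fe-XO absorbance ratio 573/405 nm.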
Numbers without * were called inactive; ? = inconclusive; · = no result given; [ ] = another dose, or the depositor's remark. Unless noted, calls follow the shape of the dose curve; as a rule, active = well fitted curve in the direction sought with a large enough effect; inconclusive = small, poorly fitted or top-dose-only effect, or another doubt; inactive = no such curve, though single readings can be large; an effect the other way counts as inactive or inconclusive. This is a subset; the hit share may differ from the screen's.

compound	Vif-A3G inh	D2 ag	GRP78 ERSR act	Vif-A3F inh	D2 antagonist	RGS4 inh	ERG-DNA inh	LDHA block	ALOX12 inh
O=C(Nc1ccccc1Oc1cccnc1)C1CCCN(Cc2ccccc2O)C1 (stereo not drawn)	-17%	-0.6	0%	13%	4	22%	0%	2	-2%
O=C(c1cccs1)N1C[C@H](O)[C@@H](n2cc(-c3ccc(F)cc3)nn2)C[C@@H]1c1ccccc1	-2%	·	-3%	1%	·	·	·	-13	-8%
Cc1cccc(NC(=O)c2cccnc2Cl)n1	3%	-1.3	-1%	3%	1	8%	-2%	-1	-10%
CC1CCN(S(=O)(=O)c2ccc3c(ccn3CC(=O)NCc3ccccc3F)c2)CC1	1%	0.3	-3%	-10%	·	-6%	4%	4	?
O=C(Nc1ccc(Cl)c(S(=O)(=O)N2CCOCC2)c1)c1ccc(Cl)nc1	-11%	0.8	-5%	2%	13	5%	-5%	-7	19%
O=C(NN=C1CCCC1)c1cc(Br)ccc1O	0%	1.3	3%	3%	9	-16%	12%	0	1%
COc1ccccc1CN1CC(C(=O)NC2(c3ccccc3)CC2)CCC1=O (stereo not drawn)	3%	-0.4	2%	-3%	-2	27%	6%	-10	4%
O=C1CC(c2ccccc2)=NN1c1ccc([N+](=O)[O-])cc1	1%	·	-3%	12%	·	-21%	-9%	-1	?
CC(C)(C)/C=N/NC(=O)C1CC1	1%	1.4	2%	3%	12	4%	-8%	-2	155%[activator]
CC(=O)C1=C(C)NC(=O)NC1c1cc(Br)ccc1OCC(N)=O (stereo not drawn)	0%	0.4	-3%	-1%	-6	12%	2%	-8	112%[activator]
Cc1nc(NC(=O)CN2CC(C)OC(C)C2)sc1C(=O)N(C)C (stereo not drawn)	3%	0.6	-2%	6%	-2	2%	3%	-14	24%
Cn1nnnc1SCC(=O)Nc1c(Cl)cccc1Cl	0%	0.8	-5%	·	-4	-29%	-1%	-2	-3%
CC(C)[C@H](NC(=O)[C@@H]1Cc2ccccc2CN1C(=O)OC(C)(C)C)C(=O)NC1CCCC1	0%	3.5	-4%	8%	10	?	-7%	1	-4%
COc1ccc(OC)c(Nc2ncnc3c2cnn3-c2ccc(C)cc2)c1	-10%	0.1	-3%	-7%	·	35%	0%	-4	-17%
CCN(CC)S(=O)(=O)c1ccc(N2CCCC2)c(NC(=O)Cc2cc(OC)c(OC)c(OC)c2)c1	0%	-1.1	-4%	15%	-6	-10%	-1%	4	-19%
O=C(NCc1ccco1)C(c1ccncc1)N(C(=O)Cn1nnc2ccccc21)c1ccccc1 (stereo not drawn)	-2%	-1.1	-3%	-4%	-9	-13%	15%	1	-4%
COCCSc1ccccc1C(=O)Nc1ccccc1C#N	3%	1.4	-1%	-6%	-3	-12%[56.9 µM]	9%	2	43%
COCCCNCC(=O)Nc1ccc(OC(F)(F)F)cc1	-3%	0.4	-1%	-13%	13	-16%	-16%	-11	?
O=C(Nc1ccccn1)c1cc2cc([N+](=O)[O-])ccc2s1	-5%	-0.7	3%	3%	8	4%	-10%	-2	-2%
CCCOc1ccc(/C=N/NC(=O)c2ccc3c(c2)OCO3)c(OCCC)c1	-3%	-1.0	-1%	-3%	19	21%	-4%	1	0%
CCN(CC(=O)Nc1c(F)cccc1F)C(=O)c1cnccn1	1%	0.7	-3%	-7%	-7	-11%	-3%	-3	23%
Cn1cc(C(=O)N2CCN(c3ccccn3)CC2)c(=O)c2cc(S(=O)(=O)N3CCOCC3)ccc21	2%	0.6	-2%	5%	-4	-7%[11.4 µM]	-6%	0	0%
CCC(CC)C(=O)N(C)c1c(C)nc2c(OCC(=O)N(C)C)cccn12	0%	·	-3%	·	·	·	·	-12	-5%
O=C(NCCc1ccc(Cl)cc1)c1ccc2[nH]c(=O)c(=O)[nH]c2c1	-3%	-0.2	6%	-13%	-11	-6%	-1%	-9	-7%
COc1ccc(C(C(=O)OCCN(C)C)c2ccccc2)cc1 (stereo not drawn)	-1%	0.9	-1%	-1%	4	12%	0%	4	-15%
COc1cccc(Cn2c(-c3nonc3NC(C)=O)nc3ccccc32)c1	?	-0.8	-5%	-8%	·	3%	1%	-3	-25%
CCOc1ccccc1CNS(=O)(=O)c1cc2c(cc1C)NC(=O)CO2	7%	1.2	-1%	-7%	·	-22%	13%	0	-16%
COCCn1c(-c2ccc(OC)cc2)cnc1SCC(=O)Nc1cc(C)on1	5%	-1.5	-1%	5%	0	3%	-6%	-5	58%[activator]
CCOC(=O)C1CCN(C(=O)CN(Cc2ccccc2)S(C)(=O)=O)CC1	-1%	1.4	-4%	-9%	12	2%	·	-6	4%
Cc1onc(-c2ccccc2)c1C(=O)N=C(N)c1ccc(Cl)cc1	3%	1.6	-9%	-5%	5	25%	1%	-6	381%[activator]
CCc1ccc(OCCCC(=O)Nc2ccc(S(=O)(=O)Nc3cc(C)nc(C)n3)cc2)cc1	-1%	-0.4	-2%	8%	2	-17%	9%	-4	-13%
COC(=O)c1ccc2c(=O)n(-c3ccccc3F)c(=S)[nH]c2c1	0%	0.2	-10%	-28%	-6	-51%	-10%	-4	410%[activator]
COc1cccc(Oc2ccc(N)cc2)c1	-4%	0.3	2%	-4%	-8	-17%	2%	-8	11%
O=C(CN1C(=O)c2ccccc2C1=O)Nc1ccc(Cl)cn1	1%	-0.9	-4%	0%	3	?	2%	-5	-8%
CN1CCCN(C(=O)c2ccc(Br)cc2)CC1	0%	0.4	-2%	5%	2	0%	1%	-1	-8%
O=C(CCn1[nH]c(=O)c2ccccc2c1=O)NCCO	0%	0.2	-4%	-1%	-7	18%	0%	-5	6%[57.4 µM]
CN(C)CCN1C(=O)C(=O)/C(=C(/O)c2ccc(F)cc2)C1c1ccccc1F (stereo not drawn)	1%	0.2	0%	-1%	17	14%	-10%	-2	-8%
CCCNC(=S)N1CCCC(c2nc3ccccc3[nH]2)C1 (stereo not drawn)	0%	-0.8	-3%	10%	-2	-15%	-18%	-9	11%
Clc1cccc(/C=N/Nc2nc(Cl)nc3ccccc23)c1	3%	-0.1	11%	-10%	8	-19%	10%	-2	0%
O=C(CSc1nc2[nH]ncc2c(=O)[nH]1)Nc1ccc(OC(F)(F)F)cc1	0%	-1.0	-5%	-18%	16	-1%	10%	-2	?
Cc1ccc(S(=O)(=O)N2CCN(C)CC2)c2nsnc12	2%	0.7	0%	1%	24	1%	-4%	-1	0%
COc1ccc(/C=C/C(=O)N2CCC(c3ccccc3)C2)cc1 (stereo not drawn)	-3%	·	4%	-9%	·	12%	4%	0	28%
CCN1CCN(C(c2ccc(F)cc2)c2sc3nc(-c4ccco4)nn3c2O)CC1 (stereo not drawn)	0%	-0.9	-2%	-1%	·	-1%	10%	2	-11%
COCCn1c(SC(C)C(=O)Nc2ccc(N3CCOCC3)cc2)nnc1-c1ccncc1 (stereo not drawn)	-2%	-1.2	1%	-7%	2	2%	-5%	-2	4%
CC(C)Cc1cc(C(=O)N(C)C2CCCN(Cc3ccccc3F)C2)n(C)n1 (stereo not drawn)	-2%	0.0	2%	-3%	0	13%[56.9 µM]	-16%	1	6%
N#Cc1ccccc1OCC(=O)OCC(=O)NC1CCS(=O)(=O)C1 (stereo not drawn)	-3%	-0.1	0%	-11%	12	16%	2%	-20	-5%
COc1ccc(O)c(C(=O)CC(=O)c2ccccc2C)c1	-4%	-0.2	-3%	14%	-33	13%	-2%	-4	-15%
c1ccc(Sc2nc(N3CCCCC3)nc(N3CCCCC3)n2)nc1	-1%	-0.1	0%	-5%	7	5%	-4%	3	6%
Cn1nc(C(F)(F)F)cc1C(=O)Nc1ccc(-c2ccno2)cc1	-5%	-0.3	-5%	3%	5	8%	-12%	-4	-9%
O=C1NC(c2ccccc2)=N/C1=C/c1ccco1	4%	·	3%	-29%	·	-17%	1%	-1	?
CC1CCN(C(=O)c2nc[nH]c2C(=O)O[C@H](C)c2ccccc2)CC1	0%	0.6	1%	0%	4	-1%	15%	-4	-1%
Cc1cnc(C(=O)Nc2ccccc2-c2nnn(CC(=O)NC3CCCC3)n2)cn1	3%	0.4	-3%	-10%	30*	7%	-17%	-2	0%
CC(=N\NC(=O)c1ccc([N+](=O)[O-])cc1)/C(=N/O)C(=O)Nc1ccccc1	-8%	1.5	-6%	-5%	-7	-4%	-10%	-3	10%
Cc1ccn2c(NC3CCCCC3)c(C(C)C)nc2c1	5%	0.0	-10%	3%	1	-39%	-4%	-3	?
COCC(C)NC(=O)COc1ccc(Cl)cc1Cl (stereo not drawn)	1%	0.1	0%	-1%	1	16%[11.4 µM]	2%	-5	9%
CCCCOc1ccccc1NC(=O)CSc1nnnn1C(C)(C)C	0%	-0.8	-5%	6%	-13	-2%	0%	5	-11%

Source: PubChem
